Bioassay records (PubChem BioAssay)
TNF necrop inh: inhibitors of TNF-alpha triggered necroptosis, primary screen, cell-based, Jurkat FADD-/-, single concentration | Jurkat FADD-/- TNF necroptosis rescue, ATP luminescence, 24 h; 0 = TNF only, 100 = no-TNF cells | activation (protection from cell death), % at 10 µM | 220,000 tested, 0.068% active | AID 463075, 2010;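 active means activation, meaning protection from cell death, of at least 50% relative to plate controls; inactive means activation below 50%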;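 further: necroptosis triggered by 40 ng/mL TNF-alpha added together with compound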
p47phox inh: p47phox/p22phox peptide binding inhibitors, primary screen, biochemical, uHTS, NADPH oxidase regulatory subunit; Neutrophil cytosol factor 1 (Homo sapiens), P14598; fluorescence polarization, 2 h; inhibition, % at 24.7 µM; AID 1274, 2008; 220,000 tested, 0.53% active;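 active means inhibition above about 30%, limit read from the data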;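 further: 0% = p47phox with labelled peptide and 100% = labelled peptide alone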
Target sequence (P14598 whole entry, looked up): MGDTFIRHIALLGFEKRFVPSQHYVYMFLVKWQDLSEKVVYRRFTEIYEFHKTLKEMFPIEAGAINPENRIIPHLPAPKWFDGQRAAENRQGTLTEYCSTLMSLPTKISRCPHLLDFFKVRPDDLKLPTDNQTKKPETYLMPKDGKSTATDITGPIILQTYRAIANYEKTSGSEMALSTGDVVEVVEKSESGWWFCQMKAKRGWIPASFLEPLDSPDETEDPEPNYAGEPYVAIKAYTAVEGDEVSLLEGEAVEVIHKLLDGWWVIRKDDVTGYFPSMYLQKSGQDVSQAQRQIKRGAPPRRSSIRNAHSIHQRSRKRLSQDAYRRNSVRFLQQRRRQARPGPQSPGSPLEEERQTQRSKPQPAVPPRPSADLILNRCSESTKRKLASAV
TRPML3 ag: human TRPML3 channel agonists, primary screen, cell-based, HEK293 TRPML3-YFP, Fluo-8 calcium fluorescence, 3 µM | AID 1448, 2008 | 100% = the carbachol control signal | activation, % at 3 µM | 220,000 tested, 0.29% active;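 active means activation above its plate's cutoff, the mean activation of the plate's test wells plus 3 SD, cut at about 12% in these data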;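 further: 0% = DMSO only wells and 100% = carbachol wells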
Target sequence (Q8TDD5 whole entry, looked up): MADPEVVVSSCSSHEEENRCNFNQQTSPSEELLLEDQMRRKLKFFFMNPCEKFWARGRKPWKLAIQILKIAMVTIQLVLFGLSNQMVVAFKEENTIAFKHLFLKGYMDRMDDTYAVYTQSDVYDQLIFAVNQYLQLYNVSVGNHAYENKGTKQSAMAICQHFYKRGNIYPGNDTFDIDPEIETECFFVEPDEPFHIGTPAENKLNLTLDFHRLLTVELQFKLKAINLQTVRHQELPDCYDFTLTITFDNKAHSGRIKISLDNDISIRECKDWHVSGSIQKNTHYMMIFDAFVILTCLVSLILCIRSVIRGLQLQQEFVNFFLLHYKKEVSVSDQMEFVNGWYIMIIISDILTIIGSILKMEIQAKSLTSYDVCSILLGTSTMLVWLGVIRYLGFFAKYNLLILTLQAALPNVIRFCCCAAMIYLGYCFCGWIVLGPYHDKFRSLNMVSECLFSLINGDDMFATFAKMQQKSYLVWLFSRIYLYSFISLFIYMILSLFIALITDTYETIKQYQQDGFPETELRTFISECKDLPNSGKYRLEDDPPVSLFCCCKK
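Material: TRPML3-YFP stable HEK293 cells | Dosing: One concentration, 3 µM nominal, 0.3% DMSO | Timing: 125 s total fluorescence read per well | Technique: Fluo-8 calcium dye fluorescence, ex 470-495, em 515-575 nm | Measure: Percent activation from peak-to-basal fluorescence ratio, scaled between DMSO and carbachol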
EBV gp42 block: Epstein-Barr virus gp42 inhibitors, primary screen, biochemical, uHTS, fluorescence polarization. Fluorescence polarization binding assay, mP read-out. inhibition, % (tested at 21.74 µM). 220,000 tested, 0.42% active; in the data active means inhibition above about 50%
PPC-1+TRAIL kill: compounds killing PPC-1 cancer cells with TRAIL present, primary screen, TRAIL potentiator project, ATPLite luminescence, uHTS; PPC-1 cells + TRAIL, ATPLite viability luminescence; cell killing (% activity), % at 4 µM; 220,000 tested, 0.41% active; AID 1443, 2008;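 active means cell killing above 50% in the first pass at 4 µM, then a duplicate retest at 5 µM averaging 50% or more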;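 further: plate controls were cells with TRAIL plus DMSO for no effect and medium-only wells lacking cells for full effect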
MDM2 E3 inh: MDM2-luciferase reporter signal enhancers, primary screen, MDM2 E3 ligase inhibitor project, cell-based, luminescence, 1536-well | E3 ubiquitin-protein ligase Mdm2 (Homo sapiens), Q00987 | signal enhancement, % at 5 µM | cell-based MDM2 ubiquitination luciferase reporter, 2 h; 0 = plate control, 100 = twice control, blank-subtracted | 210,000 tested, 0.11% active;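 active means signal enhancement of 30% or more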;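 further: luminescence tracks abundance of the self-degrading MDM2-luciferase fusion protein; higher signal means inhibition of MDM2 E3 ligase activity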
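System: stable MDM2–luciferase fusion reporter cells / Input: 2000 cells seeded into each well / Schedule: 4 h settle plus 2 h compound, 37 °C / Compound: single-point 5 µM / Buffer or medium: cells held in DMEM / Benchmarks: control and blank well means / Evaluation: percent signal gain over controls, blank-subtracted / Measured by: luciferase luminescence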
CHOP inhibitor: inhibitors of CHOP promoter induction, primary screen, cell-based, unfolded protein response, luciferase reporter | CHO-K1 CHOP-promoter luciferase, tunicamycin-induced, 15-18 h | inhibition, % at 10 µM | 220,000 tested, 3.8% active;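 active means compounds that reduced the stress-induced luciferase reporter signal by more than about 70% of percent inhibition, limit read from the data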;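 further: 0% = tunicamycin plus vehicle and 100% = wells without tunicamycin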
Runt-SMMHC FRET: inhibitors of RUNX1 Runt–CBFb-SMMHC binding, primary screen, biochemical, FRET, Cerulean-Runt, Venus-CBFb-SMMHC, uHTS. 220,000 tested, 0.74% active. inhibition, % at 20 µM. Runt-related transcription factor 1 (Homo sapiens) + Core-binding factor subunit beta …. Cerulean-Runt/Venus-CBFb-SMMHC FRET ratio 530/480, 1 h. AID 1434, 2008;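 active means mean inhibition across duplicate retests at 20 µM reaching about 50%, limit read from the data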;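 further: 0% = DMSO wells and 100% = wells with excess untagged CBFb-SMMHC; inhibitors lower the FRET ratio by blocking Runt binding to CBFb-SMMHC; some results filed as inactive read as strong as hits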
TRPN1 ag: zebrafish TRPN1 channel agonists, primary screen, cell-based, HEK293, calcium fluorescence. transient receptor potential cation channel N1 (TRPN1/NompC), Danio rerio. HEK293 zebrafish TRPN1-YFP, Fluo-8 calcium fluorescence; 100% = response to 87 µM carbachol. activation, % at 3 µM. 220,000 tested, 0.18% active;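 active means activation above its plate's cutoff, the mean activation of test wells on that plate plus 3 SD, cut at about 19% in these data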;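 further: 0% = DMSO alone and 100% = 87 µM carbachol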
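System: zebrafish TRPN1-YFP in HEK293 cells / Dosing: 3 µM single point / Timing: dye loading 1 h at 37 °C, then 30 min room temperature / Signal: Fluo-8 calcium fluorescence, excitation 470-495 nm, emission 515-575 nm / Read-out basis: percent activation from peak over basal fluorescence ratio, control-normalized / Control set: high carbachol 87 µM, low DMSO alone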
Numbers without * were called inactive; nt = no result given; [ ] = another dose, or the depositor's remark.

| Compound | TNF necrop inh | p47phox inh | TRPML3 ag | EBV gp42 block | PPC-1+TRAIL kill | MDM2 E3 inh | CHOP inhibitor | Runt-SMMHC FRET | TRPN1 ag |
| --- | --- | --- | --- | --- | --- | --- | --- | --- | --- |
| Cc1ccc(-n2c(N)c(C(N)=O)sc2=S)c(C)c1 | -0.1 | -9 | -0.1 | -12 | -1 | 2 | 11 | 4 | -1.0 |
| O=C(NCCCN1CCOCC1)c1ccc2c(=O)n(CCc3ccccc3)c(=O)[nH]c2c1 | -1.7 | -8 | 1.0 | -4 | -2 | -11 | 9 | -12 | 0.8 |
| CCOc1ccc(/C=N/NC(=O)COc2ccccc2-c2ccccc2)cc1 | -13 | -8 | 0.7 | -1 | 14 | -7 | 78* | -1 | -0.7 |
| O=C(CSCc1ccc(Cl)cc1)Nc1ccc(-c2nnc(-c3ccccc3)o2)cc1 | 1.6 | 19 | 0.4 | -25 | 1 | -12 | 67 | -3 | 1.0 |
| O=C(CN1CCN(Cc2ccccc2Cl)CC1)N/N=C/c1ccco1 | 3.1 | -16 | 0.9 | -12 | -1 | -14 | -26 | 3 | 1.8 |
| CC1CCN(CCCOc2ccc(Br)cc2Cl)CC1 | 1.6 | -10 | 1.5 | -3 | 18 | -7 | -7 | 0 | 2.5 |
| COc1ccc(C)cc1NC(=O)Nc1ccccc1SC | 0.4 | nt | 0.0 | -1 | 5 | 6 | 7 | -3 | -2.0 |
| CC(C)(C)c1ccc(Cn2c(=N)n(CC(O)c3ccco3)c3ccccc32)cc1 (centres undefined) | -10 | -15 | 1.4 | -4 | 45 | -12 | 76* | 1 | 5.0 |
| CC(=O)c1cccc(NC(=O)c2cc(-c3ccc(C)cc3)on2)c1 | -1.9 | -1 | 0.4 | -10 | 30 | -37 | -33 | 0 | 0.2 |
| Cc1cnc(NC(=O)c2cc3c(s2)CCCC3)s1 | 48 | -6 | 1.7 | -9 | 72*[5 µM] | -8 | 65 | 6 | -0.9 |
| Cc1ccc(NC(=O)c2ccc(CSc3nnc(C)s3)cc2)c(C)c1 | -3.6 | 1 | 0.6 | -4 | 24 | -20 | 15 | 0 | 2.9 |
| O=C(NC1CCCC1)c1ccc(Br)o1 | -0.2 | -5 | 0.7 | 5 | 20 | -13 | 27 | -1 | -0.8 |
| CC(=O)c1c(C)[nH]c(C(=O)CSc2ccc(F)cc2)c1C | -5.4 | -5 | 4.8 | -7 | 20 | -8 | 46 | 0 | 13 |
| O=C(NCCN=C1NS(=O)(=O)c2ccccc21)c1ccncc1 | 1.3 | 4 | 0.9 | -15 | -21 | -3 | -9 | 0 | 0.7 |
| OC(COc1ccc(Cl)cc1)CN1CCCCC1 (centres undefined) | 0.9 | -5 | 0.5 | -2 | 4 | -15 | 24 | -4 | 1.1 |
| Cc1cc([N+](=O)[O-])ccc1NC(=O)Cc1ccc(F)cc1 | 27 | 9 | 0.2 | -1 | 7 | -11 | 8 | -1 | -0.2 |
| Cc1nc(-c2cccc(Cl)c2)n[nH]1 | 1.3 | -15 | 1.2 | -23 | 8 | -13 | 22 | 0 | 0.6 |
| COC(=O)c1scc(C)c1N/N=C(\C)c1ccc(F)cc1F | -0.2 | -8 | 0.2 | -10 | -12 | -22 | 32 | 5 | -0.4 |
| CCOc1cccc(C2NC(=S)NC(C)=C2C(=O)Nc2ccccc2)c1 (centres undefined) | -1.2 | -10 | 0.3 | -17 | 1 | -10 | 1 | 4 | -0.8 |
| CCCCN(C)c1c(N2CCC(C(=O)OCC)CC2)c(=O)c1=O | 4.8 | -13 | 1.2 | -24 | 5 | nt | -26 | -5 | 1.1 |

The list continues:
compound	TNF necrop inh	p47phox inh	TRPML3 ag	EBV gp42 block	PPC-1+TRAIL kill	MDM2 E3 inh	CHOP inhibitor	Runt-SMMHC FRET	TRPN1 ag
Cc1cccc(N(CC(=O)N2CCOCC2)S(C)(=O)=O)c1C	0.9	-1	0.2	-7	10	-17	36	1	1.6
O=C(NCc1ccco1)c1ccc2ccccc2c1	0.2	-14	-0.5	-25	1	-24	-15	4	-0.8
O=C(c1cc(COc2ccc(F)cc2F)on1)N1CCSCC1	4.5	0	-0.7	7	4	-1	-34	0	-2.0
O=C(c1sc2ccccc2c1Cl)N(Cc1ccccc1)C1CCS(=O)(=O)C1 (centres undefined)	0.8	-20	-0.6	-18	6	-8	-13	4	0.5
COc1cccc(N2C(=O)[C@H]3C(C(=O)c4cnccn4)=NN[C@H]3C2=O)c1	0.0	0	0.1	-10	7	nt	-15	-8	2.4
CCCCCNC(=O)CCCCn1c(=O)[nH]c2cc(OCC)c(OCC)cc2c1=O	-3.4	-3	0.4	-7	-21	-18	-4	1	0.9
CCOc1ccc2nc(NCCO)[nH]c2c1	1.5	-7	1.7	-18	-27	15	-9	0	0.6
COc1ccc(CCN(C)C(=O)CNC(=O)c2ccccc2F)cc1OC	0.8	-58	0.7	-13	13	-10	20	-2	0.9
CCCCCC1=NN2C(=O)CC(=O)N=C2S1	0.7	-7	1.1	-15	35	nt	11	7	1.5
Cc1c(C)n(Cc2ccccc2)c2ccc(C(=O)OCCCN(C)C)cc12	3.3	-14	1.2	-19	8	-7	65	-2	0.8

The closing two records of the part above come first, to join the parts:
compound	TNF necrop inh	p47phox inh	TRPML3 ag	EBV gp42 block	PPC-1+TRAIL kill	MDM2 E3 inh	CHOP inhibitor	Runt-SMMHC FRET	TRPN1 ag
CCCCCC1=NN2C(=O)CC(=O)N=C2S1	0.7	-7	1.1	-15	35	nt	11	7	1.5
Cc1c(C)n(Cc2ccccc2)c2ccc(C(=O)OCCCN(C)C)cc12	3.3	-14	1.2	-19	8	-7	65	-2	0.8
O=C(Cc1ccccc1)c1ccc(Cl)cc1	1.1	-6	-1.0	-9	17	-5	-18	-4	-3.9
COc1cc(/C=C/C(=O)N2CCCc3ccccc32)cc(OC)c1OC	-1.4	4	-0.5	-15	6	-3	32	0	-0.3
O=C(Cn1nc(-c2ccccc2Cl)ccc1=O)Nc1ccc(Br)cc1	1.2	-154	0.1	-28	-6	-4	66	0	0.3
O=S(=O)(O)c1nc2ccccc2n1Cc1ccc(Cl)cc1	0.1	8	0.0	-20	4	-14	22	2	0.9
C/C(=N\NC(=O)C1CC1)c1cccnc1	0.8	-8	0.6	-7	-6	-3	-2	-2	-0.2
CC1CCCC(NC(=O)C2CCN(S(=O)(=O)N3CCOCC3)CC2)C1C (centres undefined)	0.6	-6	0.9	-19	4	-2	3	-4	0.2
CCOC(=O)c1cnc2c(c(C)nn2C)c1Oc1ccc(Cl)cc1	-4.3	0	-0.8	-25	5	-16	10	-2	-2.5
CCC1(C)Cc2c(sc3nc(SC)n(Cc4ccccc4)c(=O)c23)CO1 (centres undefined)	-1.2	-11	1.1	-11	-20	-10	18	2	0.8
C/C(=N/NC(=O)c1ccco1)c1cccc(NC(=O)c2ccc(C)s2)c1	0.3	-10	-0.3	-17	25	-15	-19	-2	-0.8
COc1cc2cc(CN(CCN3CCCC3)C(=O)Nc3ccccc3Cl)c(=O)[nH]c2cc1OC	0.5	0	-0.6	-13	-7	-15	-4	-76	0.6

Sorted by value in TRPML3 ag (lowest first): some entries from above
SMILES,p47phox inh,TRPML3 ag,EBV gp42 block,CHOP inhibitor,Runt-SMMHC FRET
CCOC(=O)c1cnc2c(c(C)nn2C)c1Oc1ccc(Cl)cc1,0,-0.8,-25,10,-2
COc1cc2cc(CN(CCN3CCCC3)C(=O)Nc3ccccc3Cl)c(=O)[nH]c2cc1OC,0,-0.6,-13,-4,-76
COc1cc(/C=C/C(=O)N2CCCc3ccccc32)cc(OC)c1OC,4,-0.5,-15,32,0
O=S(=O)(O)c1nc2ccccc2n1Cc1ccc(Cl)cc1,8,0.0,-20,22,2
CC1CCCC(NC(=O)C2CCN(S(=O)(=O)N3CCOCC3)CC2)C1C (centres undefined),-6,0.9,-19,3,-4

(list continues)
compound	TNF necrop inh	p47phox inh	TRPML3 ag	EBV gp42 block	PPC-1+TRAIL kill	MDM2 E3 inh	CHOP inhibitor	Runt-SMMHC FRET	TRPN1 ag
CC(NC(=S)NC1CCCCC1)C(c1ccccc1)N1CCOCC1 (centres undefined)	-2.0	0	-0.5	-4	15	-13	-5	1	-2.7
CCC/C(O)=C1\C(=O)CCCC1=NCCc1c(C)[nH]c2ccc(OC)cc12	0.3	-7	0.1	-6	28	19	6	-8	0.1
CCC(=O)c1ccc(OC(=O)c2cccs2)cc1	-1.3	-8	-0.3	-18	nt	-9	34	nt	0.3
CCCCC(=O)N(c1ccc(C(=O)O)cc1)c1nc(-c2ccc(Cl)cc2)c(CC)s1	-0.3	-12	0.5	-6	-15	-11	17	-10	0.5
Cc1nc(SCc2ccccc2F)c2oc3ccccc3c2n1	3.5	-6	-0.5	-15	8	-6	21	-6	1.9
CCN1CCN(C(=O)CN(Cc2ccccc2)S(C)(=O)=O)CC1	-1.2	-9	0.5	-14	-9	-8	-20	-2	0.3
CC(C)c1ccc(C2N3CC4([N+](=O)[O-])CN2CC([N+](=O)[O-])(C3)C4(C)C)cc1 (centres undefined)	0.4	2	1.5	-19	4	-6	9	-1	-0.2
Cc1noc(C)c1COC(=O)c1cc(=O)[nH]c2ccccc12	-3.8	-18	-0.4	0	-12	-9	9	2	-0.3
COc1cccc(/C=N/NC(=O)C(C)n2nnc3ccccc32)c1 (centres undefined)	0.5	8	0.5	8	14	-2	3	6	-0.3
O=c1oc2ccccc2n1CCCCCn1c(=O)oc2ccccc21	0.8	3	-1.2	-4	18	7	-3	0	-0.8
COc1ccc(CN2C(=O)c3cccnc3C2Nc2cc(Cl)c(OC)cc2OC)cc1 (centres undefined)	-0.7	-13	-1.4	-11	7	-10	25	-1	-2.0
NC(=O)C1CCCN(C(=S)Nc2ccccc2)C1 (centres undefined)	1.1	-9	1.3	-3	-13	1	-16	1	1.9
CCOC(=O)N1CCN(c2ccc(C(=O)c3ccccc3)cc2F)CC1	-4.5	-5	1.0	2	11	-8	31	-1	1.6
Cc1ccc(CN2CCN(Cc3cccn3-c3ccc(Cl)cn3)CC2CCO)o1 (centres undefined)	0.1	nt	1.0	-12	7	-7	40	-3	-1.2
